SRC1 inh: SRC1 coactivator transcriptional activity inhibitors, primary screen, cell-based, luminescence; HEK293 GAL4-SRC1 luciferase reporter; inhibition, % at 3.6 µM; 0.12% of 360,000 active; AID 588354, 2011;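 active = inhibition above the campaign mean plus 3 SD, with each screening campaign given its own cutoff, cut at about 60% in these data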;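 note: 0% = DMSO treated cells and 100% = gossypol at 36 µM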
NCOA3 inh: SRC3 coactivator transcriptional activity inhibitors, primary screen, cell-based, luminescence; Nuclear receptor coactivator 3 (Homo sapiens), Q9Y6Q9; HEK293 GAL4-SRC3 luciferase reporter; inhibition, % at 3.6 µM; 0.17% of 360,000 active; AID 588352, 2011;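 active = inhibition above a per-campaign cutoff, the mean of all compounds plus 3 SD, cut at about 60% in these data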;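 note: 0% = DMSO-treated cells and 100% = gossypol-treated cells at 36 µM; higher means less SRC3-driven luciferase light from the GAL4 reporter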
NOD2-RIPK2 inh: NOD2-RIPK2 binding disruptors in cells, primary screen, fluorescence, CHO cells, BLA complementation; Receptor-interacting serine/threonine-protein kinase 2 (Homo sapiens), O43353; CCF4 ratio; inhibition, % at 4.98 µM; 0.38% of 360,000 active; in the data active = inhibition above about 21%;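 note: 0% = vehicle only and 100% = reference blocker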
TLR9-MyD88 block: inhibitors of TLR9-MyD88 association in cells, primary screen, cell-based, CHO, BLA complementation, fluorescence; Toll-like receptor 9 (Homo sapiens) + Myeloid differentiation primary response protein …; inhibition, % at 4.98 µM; 0.21% of 340,000 active; CCF4 FRET ratio;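 active = inhibition above the mean over all tested compounds plus 3 SD, cut at about 21% in these data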;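 note: 0% = DMSO only wells and 100% = clavulanate BLA inhibitor control wells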
NR2F2 inh: NR2F2 transcriptional activity inhibitors, primary screen, cell-based, luciferase reporter, HEK293T, luminescence. COUP transcription factor 2 (Homo sapiens), P24468. HEK293T NGFI-A luciferase reporter. inhibition, % at 8.6 µM. 0.7% of 370,000 active;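 active = inhibition above a per-plate cutoff, mean inhibition of test wells between control levels plus 3 SD, cut at about 38% in these data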;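 note: cells cotransfected with COUP-TFII expression vector driving the NGFI-A reporter; 0% = median of COUP-TF2 test wells and 100% = reporter-only cells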
NCOA2 inhibitor: inhibition of GAL4-SRC2 driven luciferase reporter, primary screen, SRC2 inhibitor project, cell-based, luminescence | inhibition, % at 9 µM | HEK293 GAL4-SRC2 luciferase reporter | AID 651957, 2012 | 0.17% of 370,000 active | Nuclear receptor coactivator 2 (Homo sapiens), Q15596;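 active = inhibition above the mean inhibition of all tested compounds plus 3 SD, set per campaign, cut at about 52% in these data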;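 note: 0% = DMSO treated cells and 100% = cells given Gossypol at 36 µM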
ABHD5-PLIN5 inh: ABHD5-PLIN5 interaction inhibitors, primary screen, cell lysate, split luciferase complementation, luminescence | Split G. princeps luciferase complementation, 4 h | inhibition, % at 4 µM | 0.78% of 360,000 active | AID 602281, 2012;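 active = inhibition above the mean inhibition across every tested compound plus 3 SD, cut at about 22% in these data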;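 note: 0% = DMSO only wells and the 100% control is not disclosed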
Target sequence (Q00G26 whole entry, looked up): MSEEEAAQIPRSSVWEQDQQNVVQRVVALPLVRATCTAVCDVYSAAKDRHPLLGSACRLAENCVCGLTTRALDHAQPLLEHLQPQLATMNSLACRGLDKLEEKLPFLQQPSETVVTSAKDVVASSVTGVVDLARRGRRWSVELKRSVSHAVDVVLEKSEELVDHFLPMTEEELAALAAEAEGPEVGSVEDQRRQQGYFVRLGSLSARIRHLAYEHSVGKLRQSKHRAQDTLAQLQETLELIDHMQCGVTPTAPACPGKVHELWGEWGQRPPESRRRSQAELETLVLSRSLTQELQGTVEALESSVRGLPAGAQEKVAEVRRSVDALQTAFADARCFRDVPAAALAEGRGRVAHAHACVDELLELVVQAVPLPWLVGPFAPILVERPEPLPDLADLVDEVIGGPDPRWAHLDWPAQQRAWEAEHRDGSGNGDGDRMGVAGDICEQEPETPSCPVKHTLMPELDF
Target sequence (Q8WTS1 whole entry, looked up): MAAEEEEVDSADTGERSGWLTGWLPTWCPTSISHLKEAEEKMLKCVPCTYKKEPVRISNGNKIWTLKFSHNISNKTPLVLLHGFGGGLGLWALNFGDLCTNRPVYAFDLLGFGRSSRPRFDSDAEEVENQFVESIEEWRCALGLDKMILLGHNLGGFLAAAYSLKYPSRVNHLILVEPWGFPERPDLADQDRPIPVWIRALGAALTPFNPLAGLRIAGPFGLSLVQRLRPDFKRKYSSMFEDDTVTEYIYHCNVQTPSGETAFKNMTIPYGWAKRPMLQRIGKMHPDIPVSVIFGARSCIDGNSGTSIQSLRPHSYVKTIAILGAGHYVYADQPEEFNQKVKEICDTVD
MC4R antag cAMP: MC4R antagonists of cAMP signaling, primary screen, cell-based, TR-FRET, antagonist arm of biased-ligand search | inhibition, % at 6.5 µM | AID 540295, 2011 | MC4R-expressing cells, MTII-stimulated cAMP, LANCE TR-FRET | Melanocortin receptor 4 (Homo sapiens), P32245 | 0.48% of 360,000 active;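 active = inhibition above its plate's cutoff, the mean of tested wells on that plate plus 3 SD, cut at about 29% in these data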;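 note: 0% = Melanotan II alone and 100% = Melanotan II plus saturating MCL0020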
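System – human MC4R-expressing U2OS cells · Also added – Melanotan II · Dosing – one concentration, 6.5 µM nominal · Timing – 30-min compound, 1-h challenge, 1-h detection, room temperature · Measured by – Eu-cAMP/anti-cAMP TR-FRET, emission 671 nm · Replicates – singlicate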
EBV LMP1 NFkB: EBV LMP1-driven NF-kappaB luciferase reporter inhibitors, primary screen, cell-based, luminescence, single point; AID 504558, 2011; 0.69% of 350,000 active; inhibition, % at 12.5 µM; LMP1-induced NF-kappaB luciferase reporter cells; in the data active = inhibition above about 41%;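 note: 0% = neutral control wells and 100% = reference inhibitor control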
MC4R barr agon: MC4R agonists recruiting beta-arrestin, primary screen, cell-based, luminescence, agonist arm of biased-ligand search. AID 540308, 2011. 0.98% of 360,000 active. activation, % at 8.9 µM. Melanocortin receptor 4 (Homo sapiens), P32245. U2OS MC4R beta-arrestin complementation; percent of melanotan II response, DMSO zero;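 active = activation above a per-plate cutoff, the mean activation of sample wells on that plate plus 3 SD, cut at about 8% in these data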
LRH-1 inv ag: LRH-1 (NR5A2) inverse agonists, primary screen, cell-based, luminescence, HEK293T, StAR-luciferase reporter. inhibition, % at 3.6 µM. LRH-1 transfected, 24 h. Nuclear receptor subfamily 5 group A member 2 (Homo sapiens), O00482. 0.13% of 360,000 active;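 active = inhibition above the mean inhibition of all tested compounds plus 3 SD, cut at about 73% in these data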;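 note: 0% = DMSO wells and 100% = reporter-only cells lacking LRH-1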
* hit, by the source's call; / = not tested or not shown.

Screens in order – SRC1 inh, NCOA3 inh, NOD2-RIPK2 inh, TLR9-MyD88 block, NR2F2 inh, NCOA2 inhibitor, ABHD5-PLIN5 inh, MC4R antag cAMP, EBV LMP1 NFkB, MC4R barr agon, LRH-1 inv ag
> O=C(COc1cccc2cccnc12)NNC(=O)Nc1ccccc1
→ -5, 14, -24, -1, 16, -18, 1, 10, 1, -0.7, -8
> O=C(NCCCN1CCc2ccccc2C1)C1CCN(c2nnc(-n3cccc3)s2)CC1
→ -12, 2, 7, -3, -1, 6, 1, 14, 5, -0.8, -19
> CCn1c(SCC(=O)NCCc2ccc(Cl)cc2)nnc1-c1cccs1
→ 9, -6, -6, -4, 2, -5, -4, 5, 5, -0.3, -21
> COc1cc(OC)c(OC)cc1/C=N/NC(=O)CSc1ccccc1F
→ -24, -12, -5, -11, 14, -10, 1, 6, 2, -1.1, 1
> O=C1CC[C@@H](CN(Cc2ccccn2)Cc2nc(Cc3ccccc3)no2)N1
→ -4, -5, 1, 1, -16, -3, 3, -3, -3, -1.6, 4
> CC(=O)c1cccc(NC(=O)CN2C(=O)NC(C)(C)C2=O)c1
→ 10, 6, -2, 2, 17, -7, 8, 9, 7, 2.7, 6
> CC(=O)c1ccccc1C(=O)N1CCCC(CNC(=O)c2ccc(F)cc2)C1 (configuration not stated)
→ -27, -3, 3, 4, 1, -20, -2, 3, -2, -2.0, 4
> O=C(c1ccco1)N1CCN(c2ccc(F)cc2)CC1
→ -8, -13, -1, 0, -50, -24, -5, -2, -9, 0.1, -2
> S=C(Cc1ccc(-c2ccccc2)cc1)N1CCOCC1
→ -1, -2, 4, /, 1, 0, 4, 1, /, -1.8, -6
> Cc1cc(C)n2nc[n+](C)c2n1
→ 0, -3, 1, -5, -8, -18, 0, 2, 30, -0.8, 2
> Cn1nnnc1NC(=O)c1ccccc1Cl
→ 12, 3, -1, 1, -21, -8, -1, -5, 9, 0.0, 4
> CCCCCN1C(C)=CC(=C(C#N)C#N)C=C1C
→ -12, 18, -2, -11, 0, 14, 3, -1, 0, -3.1, -1
> COc1ccc(CNC(=O)C2(CC3CC(c4ccccc4)=NO3)CCN(C(=O)OC(C)(C)C)CC2)cc1 (configuration not stated)
→ 10, 18, -1, 1, -17, 0, -8, 6, 14, -0.3, -40
> NC(=O)c1ccc(N2CCCCC2)c(N2C(=O)C3C4C=CC(C4)C3C2=O)c1 (configuration not stated)
→ 10, 12, -5, -4, 1, 18, 4, 3, 5, -1.4, 22
> COC(=O)c1nn(-c2ccccc2)nc1-c1nn(-c2ccccc2)nc1C(=O)OC
→ -17, -14, 0, 2, -14, 9, 0, 2, -35, 1.9, 12
> COCn1c(=O)c2c(nc(SC3=NCCS3)n2Cc2ccccc2C)n(COC)c1=O
→ 7, -10, -3, -12, -1, -5, 4, 3, 7, -1.5, -19
> COc1cccc(N2C(=O)CC(N3CCC(C(N)=O)(N4CCCCC4)CC3)C2=O)c1 (configuration not stated)
→ -3, 8, -7, -15, -3, 3, 5, 5, -1, -0.7, -16
> CCc1cc(CNC(=O)c2ccc3nc(Cc4ccc(OC)c(OC)c4)oc3c2)on1
→ -27, -8, -18, 7, 9, 34, 2, 12, -4, -2.0, 8
> OCCN1CCN(Cc2cc(Br)cc(Br)c2O)CC1
→ -32, 10, 2, 11, 7, -12, -1, 1, 4, -1.4, -4
> O=c1c2ccccc2oc2cc(-c3ccc4[nH]ccc4c3)ccc12
→ -105, -101, 8, 1, -65, -6, -6, 11, 0, 1.1, -96
> COc1ccccc1C(=O)NC(=O)COC(=O)c1ccc(NC(=O)CC#N)cc1
→ 2, 13, 0, -5, 6, 10, 15, 5, 1, 0.8, 8
> COCCNC(=O)C1CCCN(C(=O)c2ccc(OC)c(F)c2)CC1 (configuration not stated)
→ 5, -14, 3, /, 5, 7, -2, 6, /, 0.7, -2
> CC(C)Nc1nc(NC(C)C)nc(Oc2ccc(=O)n(C)n2)n1
→ -4, 6, -2, 5, 0, -29, 11, 12, 9, -0.3, 9
> O=C(NC1CCCC1)C1CCN(S(=O)(=O)c2ccccc2)CC1
→ 6, -3, -13, 8, -2, -8, 4, -2, -1, -0.7, 13
> COc1ccc(OCc2cc(C(=O)NC(C)c3cnn(C)c3)no2)c(Cl)c1 (configuration not stated)
→ -59, -42, -7, 9, -31, -51, -6, 7, -7, -3.4, -53
> CCC(=O)c1ccc(OC(=O)N2CCOCC2)cc1
→ -18, -33, -8, -5, -20, -10, 2, 3, 6, 0.2, -22
> O=C(Cn1nc(Cc2cccnc2)c2ccccc2c1=O)NCc1ccc(F)cc1
→ 11, 18, -8, 1, -17, -28, 4, 0, -33, -0.9, 7
> CCOC(=O)C1(Cc2ccccc2C(F)(F)F)CCN(C2CCC2)CC1
→ 5, 12, -11, 10, 8, -13, 2, 12, -8, -0.6, -1
> c1ccc(CSc2nnc(-c3ccco3)o2)cc1
→ -35, -40, -7, 2, 3, -96, 3, 13, 4, 0.0, -49
> O=C(NN1C(=O)/C(=C/c2cccnc2)SC1=S)C(c1ccccc1)c1ccccc1
→ 6, 9, -5, -2, 12, -2, -9, 6, 4, -1.0, -8
> COc1ccc(S(=O)(=O)Nc2cc(SCC(=O)O)c(O)c3ccccc23)cc1
→ -8, 15, 0, 7, -11, -1, -8, -1, -9, -3.5, 19
> CC(=O)C1=C(C)N(Cc2ccccc2)C(=O)N[C@H]1c1cccs1
→ -1, -14, -3, -6, -4, -3, -1, 3, -14, -0.7, -8
> CCCC(=Nc1ccc(N)cc1)C1=C(O)C(C(=O)OC)C(C)(C)CC1=O (configuration not stated)
→ -38, -4, -3, 3, 10, -10, -15, 7, -2, -1.4, 21
> Cc1cc(NC(=O)c2cc([N+](=O)[O-])cc([N+](=O)[O-])c2)n(-c2ccccc2)n1
→ 0, 17, 1, -1, 12, -56, -6, 19, -4, -3.2, 6
> O=C(COc1ccc([N+](=O)[O-])cc1)N1CCc2ccccc2C1
→ 1, -6, 2, -5, 16, 7, 2, 7, -13, 0.9, 1
> COc1ccc(NC(=O)Cn2c(=O)cnc3ccccc32)cc1S(=O)(=O)N1CCCCC1
→ -23, -9, 0, -3, 17, 0, -4, 4, 3, -1.7, 19
> CCOC(=O)Nc1ccc(S(=O)(=O)NCc2ccccc2)cc1
→ 18, 3, 1, -2, 17, 17, -2, -9, 13, -1.0, 19
> O=C(/C=C/c1ccccc1)NC(=S)Nc1ccccc1
→ -9, -25, 1, 9, -22, -26, -12, 5, -4, 1.0, -25
> CCOc1cc(NCCN2CCOCC2)c([N+](=O)[O-])cc1OCC
→ -4, -17, 2, 8, 25, 5, 3, -16, 7, -1.5, -5
> O=C(NN=C1CCCC1)C(=O)Nc1cccc(C(F)(F)F)c1
→ -2, -33, -5, 0, -11, 20, 0, 1, 2, -1.1, 4
> CCCC1(CCC)C(=O)NC(=NCCc2ccc(OC)c(OC)c2)NC1=O
→ 0, 4, -2, -2, -2, -22, -5, 5, 6, 0.2, 2
> Cc1ccc(C(=O)O)cc1NC(=S)NCCc1ccccc1
→ 5, 24, 1, 0, -6, -15, -5, 10, -6, -1.7, 5
> COc1cc(/C=C2\SC(=S)N(c3cccnc3)C2=O)ccc1O
→ -6, 13, -5, -2, 10, -27, 4, 2, 4, -3.3, 0
> Cc1cc(N2CCN(C)CC2)nc2ccc(NC(=O)CCC(=O)NCCc3ccc(Cl)cc3)cc12
→ 4, -20, 3, 3, -9, 3, 6, 1, -4, 0.0, -4
> CC1(C(=O)Nc2ccc3c(c2)OCO3)CCN1C(=O)Cc1ccc(-c2ccccc2)cc1 (configuration not stated)
→ 15, -3, -2, /, 43*, 8, -9, 6, /, 0.2, 30
> O=C(Nc1cccc([N+](=O)[O-])c1)NC1CCCCCCC1
→ -65, -49, -4, 5, -28, -40, -11, 16, 0, -1.0, -114
> COc1ccc(OCC(=O)Nc2cc(C)c(Cl)cc2OC)c([N+](=O)[O-])c1
→ -22, -28, -4, -1, 7, -4, 1, -5, -19, -0.4, 6
> O=S(=O)(c1ccc(OCC(O)CN2CCN(c3ccccc3)CC2)cc1)N1CCOCC1 (configuration not stated)
→ -15, 14, -7, -6, 13, -12, 2, -2, 0, -0.2, 11
> COc1ccc(NC(=O)CSCC(=O)Nc2nnc(C3CC3)s2)cc1
→ -5, 3, -2, -3, -10, 1, 5, -1, 6, 0.0, 22
> CC1O[C@@H](OC2C(COC3OC(CO)C(O)[C@H](O)C3O)OC(OC3CC[C@]4(C)C(CC[C@@]5(C)[C@@H]4CC=C4[C@@H]6CC(C)(C)CC[C@]6(CO)C(O)C[C@]45C)C3(C)C)C(O)C2O)C(O)C(O)C1O (some centres not stated)
→ -4, 3, 1, 3, 12, -4, 1, 14, 3, -1.9, -5
> C=CCOc1ccc(/C=N/NC(=O)CN2CCCCC2)cc1OC
→ 4, 12, -2, -9, 2, 21, -14, 6, -6, -0.4, -2
> Cc1cc(C)c2c(c1)CC(C)(C)CC2=O
→ 5, -4, -8, -1, 6, -17, 2, 7, -1, 0.8, 13

Not all compounds are listed; the hit share may differ from the screen's.
